# Compound activity as filed in PubChem.
# AmpC inh detg – AmpC beta-lactamase inhibition with detergent present; P00811; AmpC hydrolysis of nitrocefin, absorbance 480 nm, 0.01% Triton; Potency, µM (series often up to 114 µM), inactives show at the top dose activity change, negative = inhibition, usual class: inhibitors; 0.041% of 370,000 active;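 note: potency is the fitted concentration of half-maximal effect; 0% = no-compound wells and -100% = no-enzyme wells; nearly all actives have a fitted effect of over 25% in size; some results filed as inactive show a strong effect at the top dose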
# Target sequence (P00811 whole entry, looked up): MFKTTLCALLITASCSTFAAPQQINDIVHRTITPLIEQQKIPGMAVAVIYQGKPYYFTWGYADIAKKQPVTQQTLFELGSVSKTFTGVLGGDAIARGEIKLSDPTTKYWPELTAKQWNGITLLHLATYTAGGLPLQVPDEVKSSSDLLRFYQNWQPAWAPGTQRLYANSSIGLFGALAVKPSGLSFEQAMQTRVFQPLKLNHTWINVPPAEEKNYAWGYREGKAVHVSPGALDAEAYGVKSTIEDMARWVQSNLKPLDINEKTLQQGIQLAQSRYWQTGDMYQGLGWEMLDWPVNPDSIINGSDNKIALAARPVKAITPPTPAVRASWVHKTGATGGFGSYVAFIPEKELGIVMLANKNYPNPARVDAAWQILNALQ
#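 AmpC (5.3 nM in the dispensed reagent) in 20 mM phosphate pH 7.0 with 0.01% (detergent screen) or 0.0001% Triton X-100 was preincubated with compounds for 15 min at room temperature. Nitrocefin was then added from an 800 uM solution, and hydrolysis was followed at 480 nm.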
# Giardia FBPA inh – blocks Giardia fructose-bisphosphate aldolase activity | purified Giardia FBPA | Potency, µM (doses to about 59.6 µM), for the others: at the top dose activity, negative = inhibition, hits mostly inhibitors | 0.71% of 290,000 active | AID 2451; note: potency is the fitted concentration of half-maximal effect; nearly all actives have a fitted effect of over 55% in size
# Target sequence (A8B2U2 whole entry, looked up): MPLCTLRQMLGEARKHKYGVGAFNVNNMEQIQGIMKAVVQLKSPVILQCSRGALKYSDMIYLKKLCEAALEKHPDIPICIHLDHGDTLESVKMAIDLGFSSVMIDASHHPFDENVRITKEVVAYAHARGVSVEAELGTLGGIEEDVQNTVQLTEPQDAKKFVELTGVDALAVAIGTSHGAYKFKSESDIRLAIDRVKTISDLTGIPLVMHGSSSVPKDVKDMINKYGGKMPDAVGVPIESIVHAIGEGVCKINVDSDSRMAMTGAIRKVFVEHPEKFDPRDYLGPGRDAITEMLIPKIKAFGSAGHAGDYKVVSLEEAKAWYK
#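 40 nM FBPA preincubated 10 min at RT with compound (up to 57.5 uM final), then substrate plus GAPDH/TPI/NAD/arsenate coupling and diaphorase/resazurin added. Fluorescence read after 20 min at RT, 525/598 nm.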
# HCMV inh – human cytomegalovirus inhibition; HFF cells, HCMV-luciferase reporter, 72 h; active compounds read low; activity change, negative = inhibition, % at 57.5 µM; AID 1259415; 4.5% of 410,000 active; in the data active = activity change below about -60%; inconclusive = no clear call, values can overlap the other calls; inactive = above about -39%
#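 Screen run at 2 compound doses on HFFs infected with reporter HCMV, MOI 1 PFU/cell. Luciferase activity from cell lysates at 72 h post infection gave inhibition relative to buffer-only and Salinomycin wells.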
# Sm TGR block – inhibitors of Schistosoma mansoni thioredoxin glutathione reductase; Potency, µM (highest dose often 114 µM), without a hit: at the highest dose activity change, negative = inhibition, usual class: inhibitors; 3% of 360,000 active; AID 485364; purified TGR, DTNB reduction, TNB absorbance 405 nm; Q962Y6; note: potency is the fitted concentration of half-maximal effect; nearly all actives have a fitted effect of over 60% in size
#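 TGR 20 nM + NADPH 100 uM (dispensed conc.), cpd preinc 15 min RT; start with NADPH (500 uM addition) then DTNB (15 mM addition). Kinetic TNB absorbance, 405 nm filter. Four-parameter Hill fit across titration.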
# HCV inhibitor – HCV inhibition; Huh7.5.1 HCVcc-Cre infection, luciferase reporter, 44 h; Potency, µM (highest dose often 41.8 µM), without a hit: top-dose activity change, negative = inhibition, most hits filed as inhibitors; 3.4% of 340,000 active; AID 651820; note: potency is the fitted concentration of half-maximal effect
#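 Reporter virus HCVcc-Cre (~0.5 moi) infects cells exposed to compound; seeding density 1,000 cells/well with 4 h settling beforehand. Luminescence, 15 sec read, taken 44 h post-infection following a 15 min RT substrate incubation.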
# AMA1 RON2 block – AMA1-RON2 (P. falciparum) interaction inhibition; AlphaScreen AMA1-biotinylated RON2 peptide binding; Potency, µM (titrated, usually from 58.2 µM), for the others: top-dose activity change, negative = inhibition, actives largely listed as inhibitors; 0.2% of 360,000 active; AID 720542;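 note: potency is the fitted concentration of half-maximal effect; 0% = vehicle wells and -100% = peptide control; nearly all actives have a fitted effect of over 45% in size; some results filed as inactive show a strong effect at the top dose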
#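 AMA1 (3D7) with his tag at 25 nM final met compounds first, then biotinylated RON2 peptide at 25 nM; detection used donor plus acceptor beads, 10 µg/mL apiece, read by AlphaScreen after 30 min at room temperature.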
# * = called active by the depositor; u = inconclusive; x = no result given; & = joins results of further samples; [ ] = another dose, or the depositor's remark. Unless noted, calls come from the whole dose curve; as a rule, active = well fitted curve in the direction sought with a large enough effect; inconclusive = small, poorly fitted or top-dose-only effect, or another doubt; inactive = no such curve, though single readings can be large; an effect the other way counts as inactive or inconclusive. Unless noted, % is set by controls: 0 for no effect and ±100 for the full control effect.
SMILES,AmpC inh detg,Giardia FBPA inh,HCMV inh,Sm TGR block,HCV inhibitor,AMA1 RON2 block
CCc1ccc(CNC(=O)c2cnc3sc4cc(OC)ccc4n3c2=O)cc1,6.5%,x,6.9,u,x,x
O=C(O)c1ccc(Sc2nnc3ccccn23)c([N+](=O)[O-])c1,3.0%,21.0%,-4.5,-0.7%,-1.3%,7.8%
COc1ccc(CCN2CCCC(CN(C)Cc3cc(OC)c(OC)c(OC)c3)C2)cc1 (configuration not stated),-7.7%,0.5%,26.3,-3.9%,u,-8.1%
O=C(CN(c1ccc(F)cc1)S(=O)(=O)c1ccccc1)NC1CC2CCC1C2 (configuration not stated),-1.0%,x,-11.2,-0.6%,-6.7%,15.0%
Cc1cc(Cl)c(S(N)(=O)=O)cc1OCC(N)=O,-0.7%,-3.5%,25.9,0.6%,15.2%,12.3%
COc1cc(NC(=O)COC(=O)CNC(=O)c2ccc(Cl)cc2)c(C)cc1[N+](=O)[O-],2.4%,11.4%,u,-0.9%,-5.0%,-20.4%
CCOCC(=O)Nc1cc([N+](=O)[O-])ccc1C,-5.7%,3.5%,-25.7,5.4%,7.9%,31.6%[activator]
COC(=O)c1ccc(/C=N\NC(=O)c2c(C)nc3ccc(Cl)cn23)cc1,-11.6%,10.1%,x,-18.0%,9.3%,4.7%
CCOc1ccc(CNC(=O)Nc2ccc3c(c2)N(C)C(=O)c2ccccc2S3)cc1,3.7%,x,-62.2*,-13.1%,x,x
COc1ccc2[nH]c(C(=O)N3CCN(c4ccccc4F)CC3)c(C)c2c1,-4.4%,-2.1%,67.0,-17.8%,10.0%,-0.7%
CC1CCCN(C(=O)C2CCN(Cc3ccc4c(c3)OCO4)CC2)C1 (configuration not stated),-2.8%,-6.3%,-0.1,1.2%,7.7%,9.2%
CCOc1ccccc1NC(=O)CN1CCCN(Cc2cccc(Cl)c2)S1(=O)=O,-2.8%,x,u,5.1%,x,x
COC(=O)C1CC(O)CN1S(=O)(=O)c1ccc2ccccc2c1 (configuration not stated),-11.6%,x,-1.6,0.1%,20.8%,-11.4%
O=C(Nc1ccccc1)ON=C1c2ccccc2-c2ccccc21,4.4%,x,8.9,12.5%,-4.3%,5.2%
Cc1ncc([N+](=O)[O-])n1CC(=O)Nc1ccc(F)cc1,-3.1%,7.1%,9.7,7.6%,38.5%[activator],20.1%
O=C(COC(=O)C12CC3CC(CC(C3)C1)C2)NCc1ccccc1,x,x,-0.2,x,12.1%,8.0%
COC(=O)C1=C(c2ccc(C(C)=O)cc2)C[C@@H]2CC[C@H]1N2C(=O)N1CCOCC1,-6.0%,x,u,-13.2%,5.4%,8.7%
COc1ccc(NC(=O)Cn2cc(C(=O)c3ccco3)c3ccccc32)cc1,-1.1%,0.1%,-2.3,0.0%,3.55µM*,u
CC(C)OC(=O)Nc1ccc2c(c1)N(C(=O)CCN1CCN(CCO)CC1)c1ccccc1CC2,-1.8%,-15.1%,12.3,55.5%[activator],-14.7%,-14.4%
Cc1ccc(S(=O)(=O)NCCc2nnc3ccc(SCc4ccccc4C)nn23)cc1,-3.8%,x,18.1,-1.8%,x,x
COc1ccc(CNC(=O)CSc2nc3ccccc3nc2Cc2ccccc2)cc1,-1.1%,x,-15.0,8.9%,x,x
CC1(C)CC(=O)c2c(S(C)(=O)=O)sc(Br)c2C1,-2.5%,5.7%,-60.4*,15.8µM*,12.0%,3.0%
CC(C)c1ccc(NC(=O)c2ccccc2NC(=O)C2CCCCC2C(=O)O)cc1 (configuration not stated),-16.2%,19.5%,41.7,-0.6%,-4.3%,-7.1%
CCCCN(C(=O)c1cc(S(=O)(=O)N2CCOCC2)ccc1F)c1c(N)n(CCCC)c(=O)[nH]c1=O,x,x,4.4,x,27.3%,-2.1%[11.6 µM]

# Pulled by structure from the entries so far (4):
SMILES,AmpC inh detg,Giardia FBPA inh,HCMV inh,Sm TGR block,HCV inhibitor,AMA1 RON2 block
CC(C)OC(=O)Nc1ccc2c(c1)N(C(=O)CCN1CCN(CCO)CC1)c1ccccc1CC2,-1.8%,-15.1%,12.3,55.5%[activator],-14.7%,-14.4%
CC(C)c1ccc(NC(=O)c2ccccc2NC(=O)C2CCCCC2C(=O)O)cc1 (configuration not stated),-16.2%,19.5%,41.7,-0.6%,-4.3%,-7.1%
COC(=O)C1CC(O)CN1S(=O)(=O)c1ccc2ccccc2c1 (configuration not stated),-11.6%,x,-1.6,0.1%,20.8%,-11.4%
CC1(C)CC(=O)c2c(S(C)(=O)=O)sc(Br)c2C1,-2.5%,5.7%,-60.4*,15.8µM*,12.0%,3.0%

# The list goes on:
SMILES,AmpC inh detg,Giardia FBPA inh,HCMV inh,Sm TGR block,HCV inhibitor,AMA1 RON2 block
CCOCCCNCc1cc(Cl)ccc1OCC,-8.2%,-1.4%,4.9,9.1%,-13.2%,-3.8%
O=[N+]([O-])c1ccccc1S(=O)(=O)Nc1cccc(-c2ccc3nncn3n2)c1,-12.1%,x,12.1,-4.5%,4.9%,-6.6%
COCCn1c(C)cc(C(=O)COc2ccc(N(C)S(=O)(=O)c3ccc(C)cc3)cc2)c1C,-6.1%,x,-5.7,-11.0%,u,-28.1%
Cc1ncc(CN2CCC(C(=O)Nc3ccc(-n4cccn4)cc3)CC2)s1,4.1%,2.9%,7.9,-17.4%,-13.8%,6.2%
C/C(=N\O)c1ccc(Cl)cc1Cl,-4.6%,3.3%,-32.1,-1.4%,8.4%,-6.1%
CC(=O)N1CCC(C(=O)N2CCN(S(=O)(=O)c3ccc(F)cc3)CC2)CC1,-2.5%,x,-4.4,-7.6%,25.8%,-8.4%
Cc1c(N)cccc1-c1nc2ccccc2[nH]1,-3.9%,-14.4%,88.7,4.1%,11.6%,-15.3%
O=C(Nc1nc(-c2cccs2)c(-c2ccccc2)s1)c1ccco1,3.4%,-14.8%,-1.2,0.3%,u,-6.3%
CC(=O)c1cc2c(cc1N/C(=N/S(=O)(=O)c1ccc(C)cc1)c1ccc(Cl)cc1)OCO2,u,1.7%,2.0&-0.6,u,3.2%,11.7%
CCCN1C(=O)c2cc(C(=O)Nc3cccc(C(C)=O)c3)ccc2C1Nc1cccc(C(C)=O)c1 (configuration not stated),0.7%,-1.3%,7.5,-0.7%,u,7.4%
CCOC(=O)C1=C(C)NC(=O)/C1=C\N(C)C,2.4%,-14.9%,-34.2,20µM*,22.6%,-0.1%
CN(C)c1oc(-c2ccccc2F)nc1C#N,-13.4%,9.4%,-33.7,-13.7%,-13.6%,-6.4%
CCn1ncc(S(=O)(=O)Nc2cccnc2)c1C,7.8%,x,5.7,1.9%,14.6%,18.8%
Cc1ccc(-n2nnnc2CNC(=O)c2ccc([N+](=O)[O-])o2)cc1C,u,x,-26.2,u,22.4µM*,-1.4%
CCCn1c(NCCO)nc2ccccc21,u,4.2%,-9.3,0.7%,-14.2%,-4.6%
Cc1[nH]c2ccccc2c1C(=O)CN1CC(C)OC(C)C1 (configuration not stated),10.3%,1.9%,x,31.6µM*,10.5%,-0.7%
COc1ccc(CNC(=O)COc2cc(O)c3c(c2)OC(C)(C)CC3=O)cc1,u,0.5%,-10.2,3.1%,u,-0.1%
CCN(CC)CCNc1ccc2nnc(CCNS(=O)(=O)c3ccc(C)cc3)n2n1,-2.3%,6.8%,14.1,0.1%,16.2%,0.0%
O=C(CSc1ccc(Br)cc1)NC1CCCCCC1,x,x,-28.8,x,3.7%,-13.0%
CCNC(=O)c1ccc(CSc2nc3ccccc3s2)cc1,6.4%,x,x,-35.5%,u,-5.3%
Cc1cc(C(=O)CN2C(=O)NC(C)(CC(C)C)C2=O)c(C)n1-c1ccc2c(c1)OCO2 (configuration not stated),-9.3%,0.9%,-12.1,-8.3%,-3.1%,-2.0%
CC[C@@H]1Cc2cc(O)ccc2C2=C1c1ccc(O)cc1C[C@H]2CC,u,-3.4%&-7.1%,u,-12.3%,3.16µM*,-8.7%
CC(NC(=O)CSc1nc2ccc(N)cc2s1)c1ccccc1 (configuration not stated),0.2%,-0.1%,36.7,3.0%,-4.1%,-2.7%
Cc1cc(C)c2c(=O)cc(C(=O)Nc3ccc(S(=O)(=O)Nc4onc(C)c4C)cc3)oc2c1,-7.9%,x,-29.3,-7.2%,x,x
CSCc1ccc(C(=O)NCCSc2ccc(Br)cc2)cc1,-6.7%,x,47.5,2.0%,-15.3%,-6.0%
CCN(c1cccc(C)c1)S(=O)(=O)c1csc(C(N)=O)c1,-1.9%,5.3%,-2.2,9.1%,4.0%,3.4%
CC(C)OC(=O)CSc1nnc(-c2cnccn2)n1Cc1ccco1,-6.5%,-4.5%,-0.9,-4.2%,6.1%,-5.2%
COC(=O)c1c(NC(=O)c2ccccc2[N+](=O)[O-])sc2c1CC(C)(C)NC2(C)C,u,2.9%,7.8,0.9%,3.0%,-9.2%
COc1ccc(C(C(=O)NC2CCCC2)N(Cc2ccco2)C(=O)c2snc(C(N)=O)c2N)cc1OC (configuration not stated),-5.9%,x,26.7,-7.9%,-13.8%,-1.8%
O=C(CCN1C(=O)C2CC=CCC2C1=O)Nc1cccc(Cl)c1 (configuration not stated),6.0%,x,u,-8.0%,x,-0.5%
C/C(=N/NC(=O)c1ccc2nc[nH]c2c1)c1cccs1,-4.6%,0.3%,-28.8,-0.3%,-1.2%,66.3%[activator]
C=C1CCN(C(C(=O)OC)C(C)C)S(=O)(=O)c2ccc(F)cc21 (configuration not stated),3.3%,1.2%&-8.5%,-13.2,4.0%,u,17.9%
Cc1nc(NC(=O)CSc2nnc(-c3ccccc3)c(-c3ccccc3)n2)c(Cl)cc1Cl,-1.1%,0.7%,-26.3,-5.9%,5.3%,-24.7%
Cc1ccc(CNC(=O)C2CCCN(S(=O)(=O)c3cccc4nonc34)C2)cc1 (configuration not stated),10.3%,-1.2%,14.1,-8.6%,5.0%,11.7%
Cc1cc(N2CCN(C)CC2)nc2ccccc12,-1.5%,-3.4%,-19.7,2.5%,-13.2%,4.1%
CN(Cc1cccc(F)c1)C(=O)c1ccc(NS(=O)(=O)c2ccc3[nH]c(=O)[nH]c3c2)cc1,0.0%,x,-10.6,2.7%,18.5%,-23.7%
c1ccc2nc(-c3nc4ccccc4[nH]3)ccc2c1,0.2%,-17.3%,42.1,0.4%,-2.7%,21.2%
Nc1cc(Cl)ccc1C(=O)OCC(=O)N1CCCCCC1,x,x,-5.6,x,13.5%,13.2%
Cc1ccsc1/C=N/Nc1nc2ccccc2[nH]1,-7.5%,1.9%,39.3,-11.3%,-27.3%,76.0%[activator]
CCOC(=O)Cc1csc(NC(=O)c2sc3nc4ccc(CC)cc4cc3c2N)n1,-2.3%,-3.2%,4.8,10.7%,29.7%,-0.7%
COc1ccc2c(c1OC)C(=O)OC2C1c2cc3c(cc2CCN1C)OCO3 (configuration not stated),u,-2.9%&-7.2%&-0.8%&0.7%&-0.9%,25.7,-6.6%,12.3%,0.0%
O=S(=O)(c1ccccc1)N1CCN(C(=S)NC2CCCC2)CC1,-5.7%,x,-22.4,1.1%,8.5%,-19.4%
Cc1ccc(-n2ncc3c(NNC(=O)c4ccco4)ncnc32)cc1C,2.0%,x,12.5,-4.5%,-6.9%,138.6%[activator]
CSCCC(NC(=O)c1ccccc1Cl)C(=O)NCc1ccncc1 (configuration not stated),5.5%,x,-35.1,-2.7%,6.3%,-1.7%
Cc1ccccc1CSCC(=O)NC(=O)NC(C)(C)C,u,-0.5%,-0.3,-34.0%,u,-4.2%
